# WT yeast gro inh – growth inhibition of WT yeast, mitochondrial fusion screen; mitochondrial fusion phenotypic screen, WT strain; inhibition, % at 10 µM; 190,000 compounds, 2.1% hits; in the data active = inhibition above about 58%; tested in S. cerevisiae
# human PMI inhibitors – MPI inhibition at elevated mannose 6-phosphate – biochemical, fluorescence intensity, high mannose 6-phosphate, primary screen (AID 1220) | recombinant PMI enzyme, coupled fluorescence intensity; higher % means a stronger effect | one-dose inhibition, % at 20 µM; IC50 in µM for titrated hits | 190,000 compounds, 0.66% hits
# Yfh1-off respiration – enhancers of respiration in Yfh1-depleted yeast, dose response, Friedreich's ataxia, plus single-dose screen (AID 1465); S. cerevisiae Yfh1-off respiration, WST-1 reduction, 72 h; higher fold induction means a stronger effect; fold induction at 50 µM, or EC50 in µM where a hit was titrated; 220,000 compounds, 0.074% hits;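 active = fold induction of absorbance versus untreated yeast above a set limit, then at least 30% activation at any dose in follow-up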;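 note: activators that raise dye reduction in frataxin-depleted yeast; strong numbers were not always called active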
# XIAP displacement – small molecules displacing peptide from XIAP – biochemical, IAP family, fluorescence polarization (AID 1018); XIAP BIR domain, fluorescence polarization peptide displacement; higher % means a stronger effect; 200,000 compounds, 0.007% hits; displacement, % at 20 µM, or IC50 in µM where a hit was titrated; in the data active = displacement above about 50%; note: a part of the inactive calls stands beside numbers as strong as those of hits
# human PMI inhibition – inhibitors of human PMI, primary screen, biochemical, fluorescence intensity, coupled assay (AID 1209); 190,000 compounds, 0.42% hits; purified PMI enzyme, coupled fluorescence intensity; higher % means a stronger effect; one-dose inhibition, % at 20 µM; IC50 in µM for titrated hits;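 note: plate controls were DMSO vehicle for no effect and wells lacking substrate for full effect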
# LYP phosphatase – PTPN22 lymphoid phosphatase activity blockers – biochemical, fluorescence intensity, uHTS (AID 1779). recombinant LYP phosphatase, fluorescence intensity; higher % means a stronger effect. 290,000 compounds, 0.054% hits. inhibition, % at 11.5 µM; hits with a dose series show IC50 in µM;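 note: plate controls were vehicle with enzyme for no effect and no enzyme for full effect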
# P. falciparum M17LAP – P. falciparum M17LAP inhibitors, primary screen, biochemical, fluorogenic H-Leu-NHMec substrate, 1536-well (AID 1619); recombinant M17LAP, H-Leu-NHMec fluorogenic kinetic assay; higher % means a stronger effect; inhibition, % at 30 µM, or IC50 in µM where a hit was titrated; 220,000 compounds, 0.38% hits;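 active = compound inhibiting the enzyme by more than half at any dose during confirmatory dose-response retesting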;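 note: plate controls were full reaction with DMSO carrier for no effect and no enzyme background for full effect; strong numbers were not always called active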
# TNAP activation fold – human TNAP enzyme activators, primary screen, biochemical, luminescent, no phosphate acceptor, uHTS (AID 1001). purified TNAP, luminescent activation assay, no phosphate acceptor; higher activation fold means a stronger effect. one-dose activation fold at 20 µM; EC50 in µM for titrated hits. 200,000 compounds, 0.03% hits; in the data active = activation fold from about 3, or a potency from the dose series; inactive = the rest, 99 in 100 with activation fold below about 1.6; note: many of its hits are not listed in these tables
# P. falciparum M1AAP – malaria alanyl aminopeptidase activity blockers – biochemical, fluorogenic H-Leu-NHMec substrate, 1536-well (AID 1445). one-dose inhibition, % at 30 µM; IC50 in µM for titrated hits. 220,000 compounds, 0.42% hits. recombinant M1AAP, H-Leu-NHMec fluorogenic kinetic assay; higher % means a stronger effect;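 active = primary inhibition above the hit cutoff, then over 50% inhibition at one or more dose response concentrations, cut at about 23% in these data, passing the limit was not always enough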;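 note: plate controls were DMSO full reaction for no effect and no enzyme background for full effect; strong numbers were not always called active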
# WT yeast gro inh mutant strain – second read-out of WT yeast gro inh, no call of its own (marks repeat the call); inhibition, %; mitochondrial fusion phenotypic screen, mutant strain inhibition
# An asterisk follows results filed as active; i = inactive; nt = no result given. Cut-off read from the data, not from the text of the source, unless noted: active = inhibition above about 50%; inactive = the rest.
cpd | canonical_smiles | WT yeast gro inh | WT yeast gro inh mutant strain | human PMI inhibitors | Yfh1-off respiration | XIAP displacement | human PMI inhibition | LYP phosphatase | P. falciparum M17LAP | TNAP activation fold | P. falciparum M1AAP
1 | Cc1ccc(S(=O)(=O)/N=C2\SC(CC(=O)Nc3ccc(F)cc3)C(=O)N2c2ccccc2)cc1 (stereo not given) | 0 | -4 | 1% | i | -5.7% | 1% | 0% | -23% | 0.9 | 0%
2 | CCOC(=O)c1cccc(NC(=O)CNC(=O)C2CCCCC2)c1 | 17 | 18 | 9% | i | -4.9% | 13% | -7% | 23% | 1 | 0%
3 | N=c1n(CCO)c2ccccc2n1Cc1ccc(Cl)cc1 | -3 | -11 | 8% | i | -4.6% | 11% | -4% | -1% | 1 | 0%
4 | C=CCSc1nc2sc3c(c2c(=O)[nH]1)CCC3 | 24 | 12 | 2% | i | -8.7% | 6% | -4% | 3% | 1 | 1%
5 | CN(C)c1ccc(CNCCC2(O)CCOC(C)(C)C2)cc1 (stereo not given) | 4 | 7 | 26% | i | -2.9% | 8% | -4% | -1% | 1 | -7%
6 | CC1C/C(=N\Nc2ccc(S(N)(=O)=O)cc2[N+](=O)[O-])CC(C)(C)C1 (stereo not given) | 18 | 4 | 11% | i | -22% | 14% | 4% | 1% | 0.9 | 6%
7 | O=C(NOC(=O)c1ccccc1Cl)c1cccs1 | 45 | -12 | 2% | i | -4.7% | 5% | 0% | 4% | 1.1 | 5%
8 | O=C(OCc1nc2scc(-c3ccccc3)c2c(=O)[nH]1)c1cc(Cl)ccc1[N+](=O)[O-] | 32 | -2 | -9% | i | -1.1% | -7% | -6% | 2% | 0.9 | 6%
9 | COc1ccc(C(=O)C2CCCN(C(=O)c3cc(C)nc(C)n3)C2)cc1OC (stereo not given) | -13 | 7 | -6% | i | -6.9% | -7% | -8% | 19% | 1.1 | 13%
10 | Cc1cc(Nc2ccccc2)n(-c2ccccc2)n1 | 24 | 25 | 1% | i | -3.9% | 1% | -7% | 5% | 1.1 | 1%
11 | O=c1nc(N(c2ccccc2)c2ccccc2)[nH]c(=O)[nH]1 | -13 | -34 | -1% | i | -0.9% | 4% | -5% | 4% | 1.1 | -2%
12 | CCCNC(=O)c1ccccc1NS(=O)(=O)c1ccc2c(c1)OCCO2 | 11 | 4 | 15% | i | -17% | 14% | 0% | -4% | 1 | -2%
13 | Cn1c(=O)c2c(nc(NCc3ccccc3)n2CC(=O)NCc2ccccc2)n(C)c1=O | 10 | -4 | 13% | i | -19% | 18% | 0% | -10% | 1 | -7%
14 | CC1Cc2cc(/C=C3/SC(=S)N(C)C3=O)ccc2O1 (stereo not given) | nt | nt | nt | i | nt | nt | -6% | 1% | nt | 0%
15 | O=C(CN(Cc1cccs1)C(=O)CNS(=O)(=O)c1ccccc1)NC1CCCC1 | 0 | -4 | -2% | i | -1.6% | 1% | -6% | -20% | 1.1 | -1%
16 | CN1C=CC=C/C1=C1\SC(=S)N(Cc2ccccc2)C1=O | 2 | -14 | -4% | i | 2.8% | 1% | 5% | 14% | 0.7 | 7%
17 | NC(=O)C1CCN(C2=C(NS(=O)(=O)c3ccc(Cl)cc3)C(=O)c3ccccc3C2=O)CC1 | nt | nt | nt | i | nt | nt | -10% | 2% | nt | 8%
18 | CC(=O)Nc1ccc(Nc2nc(C)c([N+](=O)[O-])c(N(C)c3ccccc3)n2)cc1 | nt | nt | nt | i | nt | nt | 1% | -2% | nt | 7%
19 | CC(=O)/C(C(=N)N1CCN(C(c2ccccc2)c2ccccc2)CC1)=C(\C)O | 7 | -5 | -2% | i | 1.9% | -5% | -9% | 3% | 1.1 | 6%
20 | CCc1cc(C(c2cccc(OC)c2)N2CCOCC2)c(NC(=O)c2ccccc2)s1 (stereo not given) | -22 | 18 | 8% | i | -3.0% | 12% | -3% | 2% | 1.1 | 3%
21 | CC(C)CC(NC(=O)C1CCC(C)CC1)C(=O)N1CCN(c2ccccn2)CC1 (stereo not given) | 7 | 1 | 10% | i | 6.4% | 8% | -3% | -18% | 1.1 | -4%
22 | COc1ccc(/C=N/NC(=O)Nc2cccc3nsnc23)cc1 | 2 | -9 | 3% | i | -0.7% | 1% | -10% | -1% | 1.1 | 7%
23 | Cc1cc(C(=O)COC(=O)C2COc3ccccc3O2)c(C)n1CC1CCCO1 (stereo not given) | -7 | -13 | 15% | i | -1.4% | 20% | 4% | 6% | 1.1 | 7%
24 | Cc1ccc(Cl)cc1N1CCN(C(=O)C2CCN(S(=O)(=O)c3c(C)nn(C)c3C)CC2)CC1 | -5 | 4 | 8% | nt | -1.3% | 5% | -5% | 12% | 1.2 | -1%
25 | COCc1c(C(=O)N2CCN(c3ccc(C(F)(F)F)cn3)CC2)oc2ccccc12 | -6 | -1 | 11% | i | -5.9% | 19% | 4% | -8% | 1 | 8%

# Record cards, from the list above.
# C=CCSc1nc2sc3c(c2c(=O)[nH]1)CCC3 as listed: WT yeast gro inh = 24; WT yeast gro inh mutant strain = 12; human PMI inhibitors = 2%; Yfh1-off respiration = i; XIAP displacement = -8.7%; human PMI inhibition = 6%; LYP phosphatase = -4%; P. falciparum M17LAP = 3%; TNAP activation fold = 1; P. falciparum M1AAP = 1%
# O=C(OCc1nc2scc(-c3ccccc3)c2c(=O)[nH]1)c1cc(Cl)ccc1[N+](=O)[O-] as listed: WT yeast gro inh = 32; WT yeast gro inh mutant strain = -2; human PMI inhibitors = -9%; Yfh1-off respiration = i; XIAP displacement = -1.1%; human PMI inhibition = -7%; LYP phosphatase = -6%; P. falciparum M17LAP = 2%; TNAP activation fold = 0.9; P. falciparum M1AAP = 6%

# A draw from above in order of length of the SMILES, low to high.
cpd | canonical_smiles | WT yeast gro inh | WT yeast gro inh mutant strain | human PMI inhibitors | Yfh1-off respiration | XIAP displacement | human PMI inhibition | LYP phosphatase | P. falciparum M17LAP | TNAP activation fold | P. falciparum M1AAP
10 | Cc1cc(Nc2ccccc2)n(-c2ccccc2)n1 | 24 | 25 | 1% | i | -3.9% | 1% | -7% | 5% | 1.1 | 1%
4 | C=CCSc1nc2sc3c(c2c(=O)[nH]1)CCC3 | 24 | 12 | 2% | i | -8.7% | 6% | -4% | 3% | 1 | 1%
2 | CCOC(=O)c1cccc(NC(=O)CNC(=O)C2CCCCC2)c1 | 17 | 18 | 9% | i | -4.9% | 13% | -7% | 23% | 1 | 0%
12 | CCCNC(=O)c1ccccc1NS(=O)(=O)c1ccc2c(c1)OCCO2 | 11 | 4 | 15% | i | -17% | 14% | 0% | -4% | 1 | -2%
19 | CC(=O)/C(C(=N)N1CCN(C(c2ccccc2)c2ccccc2)CC1)=C(\C)O | 7 | -5 | -2% | i | 1.9% | -5% | -9% | 3% | 1.1 | 6%
8 | O=C(OCc1nc2scc(-c3ccccc3)c2c(=O)[nH]1)c1cc(Cl)ccc1[N+](=O)[O-] | 32 | -2 | -9% | i | -1.1% | -7% | -6% | 2% | 0.9 | 6%

# The results go on.
cpd | canonical_smiles | WT yeast gro inh | WT yeast gro inh mutant strain | human PMI inhibitors | Yfh1-off respiration | XIAP displacement | human PMI inhibition | LYP phosphatase | P. falciparum M17LAP | TNAP activation fold | P. falciparum M1AAP
26 | Cc1ccc(S(=O)(=O)NCCNC(=O)N2CCOCC2)cc1 | 3 | 4 | -2% | i | -4.7% | 2% | -8% | 6% | 1.1 | -4%
27 | COC(=O)c1cn(NC(=O)Cc2ccccc2OC)c(=O)c2ccccc12 | -7 | -23 | -2% | i | -1.3% | -4% | -4% | 0% | 1.2 | 4%
28 | CCOC(=O)N1CCC(NC(=O)c2cc3c(-c4ccccc4F)nn(C)c3s2)CC1 | 13 | -1 | 5% | i | -4.3% | 10% | -7% | -1% | 1.2 | 7%
29 | O=C(NNc1ccccc1C(F)(F)F)c1sccc1Br | nt | nt | nt | i | nt | nt | -1% | 0% | nt | 1%
30 | CNC(=O)NC1CCCc2ccccc21 (stereo not given) | 23 | -12 | 2% | i | -3.6% | -2% | 0% | 0% | 1.1 | 0%
31 | N=c1nc(SCCC(=O)O)ss1 | 9 | 12 | 9% | i | -4.6% | 12% | 4% | 18% | 1.1 | 5%
32 | CC(O)CNc1nc(Cl)c(C#N)s1 (stereo not given) | -7 | 13 | -8% | i | -9.1% | -14% | -8% | -5% | 1.1 | -3%
33 | O=c1ccnc(NCCc2ccccc2)[nH]1 | -5 | -12 | -2% | i | -4.4% | 7% | -8% | 13% | 1.1 | 11%
34 | CCN=C1SC(CC(=O)Nc2ccccc2)C(=O)N1CC (stereo not given) | -14 | 6 | 2% | i | -2.1% | 1% | -4% | -1% | 1.2 | -2%
35 | N/C(=N\OC(=O)c1ccccc1[N+](=O)[O-])c1ccccn1 | 10 | 11 | -18% | i | -7.3% | -18% | -4% | 2% | 1.1 | 0%
36 | CCCOc1ccc(N2CC(C(=O)Nc3ccccc3F)CC2=O)cc1 (stereo not given) | -17 | -1 | 12% | i | -3.0% | 10% | -2% | 9% | 1.1 | -4%
37 | Cc1nc2c3c4c(sc3n3c(SCC(=O)NCc5ccco5)nnc3n2n1)COC(C)(C)C4 | 6 | 6 | 4% | i | -3.3% | 1% | -1% | 6% | 1.1 | 5%
38 | Cc1ccc(C(=O)N2CCN(c3ccc(C(F)(F)F)cn3)CC2)cc1 | -3 | -13 | 0% | i | 0.5% | 19% | -1% | -7% | 1.1 | -1%
39 | COC(=O)c1ccc2c(=O)n(CCCN3CCOCC3)c(=S)[nH]c2c1 | -6 | 4 | 0% | i | -0.8% | 6% | -4% | 10% | 1.1 | 4%
40 | Cc1nsc(Nc2ccc([N+](=O)[O-])cc2)c1C#N | 5 | 0 | 4% | i | -2.2% | 4% | -5% | -8% | 1 | -18%
41 | Cc1ccc(NC(=S)N(CCN2CCOCC2)Cc2cc3cc4c(cc3[nH]c2=O)OCCO4)cc1 | nt | nt | nt | i | nt | nt | -3% | 2% | nt | 3%
42 | C=CCn1c(SCC(=O)NC2CCCC2)nc2scc(-c3ccco3)c2c1=O | 6 | 2 | -5% | i | -2.0% | 5% | 6% | 16% | 1.1 | 29%
43 | Cc1c(C(=O)N/N=C/c2ccncc2)no[n+]1[O-] | -15 | -7 | 8% | i | -5.3% | 6% | -2% | 11% | 1.1 | 5%
44 | CSC1=NC(=O)/C(=C/c2ccc(SC)cc2)S1 | -10 | -23 | 2% | i | -6.2% | 0% | 1% | 18% | 0.9 | 17%
45 | O=C(C1=C(Nc2ccccc2)c2ccccc2S(=O)(=O)N1)c1ccccc1 | 5 | 10 | -10% | i | -4.2% | -24% | -4% | 3% | 0.6 | 16%
46 | CC(C)NC(=O)c1cc(C(=O)c2cc(Cl)ccc2O)coc1=N | nt | nt | -5% | i | -2.0% | -5% | -6% | 2.1µM* | 1.1 | 19%
47 | COCCOC(=O)C1=C(C)Nc2cc(=O)[nH]c(=O)n2C1c1cccc([N+](=O)[O-])c1 (stereo not given) | -3 | -5 | -5% | i | -2.6% | -5% | 4% | -1% | 1 | 8%
48 | CCc1ccccc1NC(=O)CSc1nnc(CCNC(=O)OC(C)(C)C)o1 | nt | nt | nt | i | nt | nt | -7% | 0% | nt | 0%
49 | CN(C)CCCN1c2ccccc2CCc2ccc(Cl)cc21 | 62* | 38* | 7% | i | -5.9% | -5% | 1% | 17% | 1.1 | 22%
50 | NC(=NC(=O)c1cccc(C(F)(F)F)c1)c1ccc(C(F)(F)F)cn1 | nt | nt | nt | i | nt | nt | -3% | -6% | nt | 1%

# From PubChem
